Screening data (PubChem BioAssay)
GASC-1 inh: inhibitors of human GASC-1 (JMJD2C) demethylase; 330,000 compounds, 0.069% hits; AID 2099; inhibition, % at 2.35 µM; GST-JMJD2C(1-420) H3K9me3 demethylation, DELFIA europium; Q9H3R0;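 active means more than half of a compound's replicate wells show inhibition beyond 50%, single wells judged on their own value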;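 further: signal counts dimethyl H3K9 product captured on neutravidin plate; 0% = median of DMSO wells and 100% = 0.3 times that DMSO median; strong numbers were not always called active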
Target sequence (Q9H3R0 1-420 limits assumed): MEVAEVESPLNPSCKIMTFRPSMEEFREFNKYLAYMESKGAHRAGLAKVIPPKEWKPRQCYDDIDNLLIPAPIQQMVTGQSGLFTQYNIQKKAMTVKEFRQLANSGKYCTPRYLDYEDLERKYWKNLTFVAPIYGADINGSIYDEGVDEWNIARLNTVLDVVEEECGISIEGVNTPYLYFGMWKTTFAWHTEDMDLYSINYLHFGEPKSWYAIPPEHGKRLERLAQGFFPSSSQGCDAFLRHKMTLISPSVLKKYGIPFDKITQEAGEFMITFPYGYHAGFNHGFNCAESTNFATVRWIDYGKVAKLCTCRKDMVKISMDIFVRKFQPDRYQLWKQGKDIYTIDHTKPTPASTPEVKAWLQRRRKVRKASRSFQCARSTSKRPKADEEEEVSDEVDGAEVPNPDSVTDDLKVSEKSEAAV
GRK2 inh: blocks RNA aptamer binding to human GRK2. P25098. bead flow cytometry, FAM-aptamer displacement from GRK2. inhibition of aptamer binding, % at 10 µM. 330,000 compounds, 0.59% hits;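 active means inhibition of aptamer binding above 40%, roughly 3 SD of noise, on plates passing a quality check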;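 further: median bead fluorescence of bound FAM aptamer so fluorescent compounds give negative values; no value below 0 was filed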
procasp7 counter: counter-screen: procaspase-7 (human) activation | recombinant procaspase-7, Ac-DEVD-pNA absorbance 405 nm; D23A/D198A/D206A triple mutant, cannot self-cleave; scale: DMSO 0, 5 µM enzyme 100 | activation, % at 8.5 µM | P55210 | 330,000 compounds, 0.093% hits | AID 463210;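 active means percent activation above the screen-wide mean plus 3 SD, cut at about 25% in these data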
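signal = Epi-absorbance of released pNA at 405 nm, two timepoints | assay system = Uncleavable procaspase-7 mutant enzyme | reagent = Ac-DEVD-pNA substrate, 400 µM as added | times = 1 h enzyme–compound preincubation and 2 h substrate reaction, both 25 °C | benchmarks = low DMSO alone, high DMSO plus 5 µM PC-7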
procasp3 activ: activates human procaspase-3 | P42574 | recombinant procaspase-3 D3A, Ac-DEVD-pNA absorbance 405 nm | activation, % at 8.5 µM | 330,000 compounds, 0.11% hits | AID 463141;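 active means activation above the mean of all tested compounds plus 3 SD, cut at about 21% in these data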;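 further: 0% = DMSO alone and 100% = DMSO wells spiked with extra 5 µM PC-3 D3A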
Target sequence (P42574 whole entry D9A/D28A/D175A): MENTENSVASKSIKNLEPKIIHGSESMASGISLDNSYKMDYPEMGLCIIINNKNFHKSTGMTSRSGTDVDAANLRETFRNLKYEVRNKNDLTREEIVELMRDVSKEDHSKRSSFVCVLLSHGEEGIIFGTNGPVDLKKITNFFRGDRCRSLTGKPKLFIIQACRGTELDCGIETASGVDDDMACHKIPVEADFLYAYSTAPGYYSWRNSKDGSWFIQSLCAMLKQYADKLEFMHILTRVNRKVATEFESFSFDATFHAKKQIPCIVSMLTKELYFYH
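Technique: 405 nm absorbance of p-nitroaniline, reads at 0 and 120 min; Test system: Procaspase-3 D3A mutant; Incubation: 1 h enzyme-compound preincubation, then 2 h substrate reaction, 25 °C; Repeats: singlicate, each compound tested once; Benchmarks: low control DMSO wells, high control DMSO plus 5 µM PC-3 D3A.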
PP5 inh: PP5 (human) phosphatase inhibition. P53041. purified PP5c, OMFP substrate fluorescence. inhibition, % at 6.7 µM. 320,000 compounds, 0.18% hits. AID 1987;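 active means inhibition above the campaign's mean inhibition across all tested compounds plus 3 SD, cut at about 9.5% in these data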;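 further: 0% = DMSO only and 100% = 100 µM cantharidin control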
CTSL1 counter: counter-screen for PFM18AAP inhibitors: inhibitors of F. hepatica cathepsin L1; recombinant F. hepatica cathepsin L1, Z-Leu-Arg-MCA fluorescence; inhibition, % at 5.96 µM; 300,000 compounds, 0.49% hits; AID 1906;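 active means inhibition above the mean of all tested compounds plus 3 SD, set per screening campaign, cut at about 17% in these data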;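 further: 0% = plate median of test compound wells and 100% = 1 µM Z-Phe-Ala-diazomethylketone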
VLA-4 inh: inhibition in a human VLA-4 binding assay. AID 2557. inhibition, % (about 7 µM as worked out from the volumes in the protocol). 330,000 compounds, 0.2% hits. P13612. VLA-4 expressing cells, ligand binding flow cytometry; in the data active means inhibition above about 50%
PP1 inh: counter-screen for PP5 inhibitors: inhibitors of human PP1-alpha. P62136. purified PP1alpha, OMFP fluorescence. inhibition, % at 6.7 µM. 320,000 compounds, 0.9% hits;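 active means inhibition above the mean inhibition of all tested compounds plus 3 SD, computed separately for each screening campaign, cut at about 15% in these data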
Target sequence (P62136 whole entry, looked up): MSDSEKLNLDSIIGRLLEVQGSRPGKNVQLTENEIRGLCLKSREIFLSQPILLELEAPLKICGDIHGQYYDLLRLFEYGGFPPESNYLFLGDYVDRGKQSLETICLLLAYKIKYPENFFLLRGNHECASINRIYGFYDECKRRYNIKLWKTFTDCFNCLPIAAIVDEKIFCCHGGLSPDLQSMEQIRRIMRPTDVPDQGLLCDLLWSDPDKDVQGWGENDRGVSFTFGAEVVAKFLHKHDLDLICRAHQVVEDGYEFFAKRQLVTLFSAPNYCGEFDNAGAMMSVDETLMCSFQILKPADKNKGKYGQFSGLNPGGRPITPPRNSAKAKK
core dimer inh: HCV core protein dimerization inhibition | inhibition, % at 5 µM | TR-FRET GST/Flag-core106 dimerization, 1536-well | AID 1899 | 300,000 compounds, 0.33% hits;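 active means inhibition above the mean of all tested compounds plus 3 SD, set per screening campaign, cut at about 45% in these data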
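Assay system: GST-tagged and Flag-tagged HCV core protein residues 1-106 / Times: compound-protein-antibody incubation 4 h at 22.5 °C / Signal: time-resolved FRET, ex 340 nm, em 617 and 671 nm / Evaluation: % inhibition based on acceptor/donor emission ratio / Benchmarks: wells lacking GST-core106 and wells with excess unlabelled core106 / Repeats: singlicate, one well per compound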
Active calls of the source: *.

N#CCCN(C(=O)COC(=O)CSc1ccc(Cl)cc1)c1ccccc1 was read as GASC-1 inh -8, GRK2 inh 0, procasp7 counter 6, procasp3 activ 9 and VLA-4 inh 0.
For CCn1c(=O)cc(SCC(=O)NCc2ccccn2)c2ccccc21 the results were GASC-1 inh -4, GRK2 inh 4, procasp7 counter -6, procasp3 activ 7, PP5 inh 0.8, CTSL1 counter 4, VLA-4 inh 6, PP1 inh 0 and core dimer inh 2.
CCc1ccccc1NC(=O)C1NC(=O)CC1c1ccccc1 (centres undefined) was read as GASC-1 inh 5, GRK2 inh 2, procasp7 counter -2, procasp3 activ 5, PP5 inh -1.0, CTSL1 counter 1, VLA-4 inh 56*, PP1 inh -3 and core dimer inh -3.
Screening Cc1nnc(Sc2c(-c3ccccc3)c3ccc(Cl)cc3[nH]c2=O)s1 returned GASC-1 inh -6, GRK2 inh 4, procasp7 counter -3, procasp3 activ 3, PP5 inh 2.9, CTSL1 counter 0, VLA-4 inh 4, PP1 inh 4 and core dimer inh 8.
Screening Cc1ccc(S(=O)(=O)NCCNC(=O)c2nonc2N)cc1 returned GASC-1 inh 2, GRK2 inh 0, procasp7 counter 14, procasp3 activ -2, PP5 inh -1.2, CTSL1 counter 0, VLA-4 inh 8, PP1 inh 1 and core dimer inh 1.
Screening COC(=O)c1ccc(C2/C(=C(/O)c3ccc4c(c3)CC(C)O4)C(=O)C(=O)N2Cc2cccnc2)cc1 (centres undefined) returned GASC-1 inh -8, GRK2 inh 3, procasp7 counter -11, procasp3 activ 0, PP5 inh 0.6, CTSL1 counter -2, VLA-4 inh 2, PP1 inh -2 and core dimer inh 0.
For Cc1cc(C)nc(Nc2n[nH]c(C)n2)n1 the results were GASC-1 inh -2, GRK2 inh 0, procasp7 counter -3, procasp3 activ 5, PP5 inh -1.4, CTSL1 counter 0, VLA-4 inh 18, PP1 inh 0 and core dimer inh -4.
O=C(NNC(=O)c1nn(-c2ccc(F)cc2)ccc1=O)c1ccc(Cl)cc1 was read as GRK2 inh 2, procasp7 counter 8, procasp3 activ 7, PP5 inh 1.1, CTSL1 counter -2, VLA-4 inh -7, PP1 inh 0 and core dimer inh -1.
`CCCn1cc(S(=O)(=O)c2ccccc2)c(=O)c2cc(F)c(N3CCN(C)CC3)cc21` gave GASC-1 inh -2, GRK2 inh 1, procasp7 counter 7, procasp3 activ 0, PP5 inh -1.3, CTSL1 counter -2, VLA-4 inh -3, PP1 inh -2 and core dimer inh 1.
O=C(Nc1ccncc1)C1CCCN(S(=O)(=O)c2cccc3cccnc23)C1 (centres undefined) was read as GASC-1 inh -6, GRK2 inh 7, procasp7 counter -5, procasp3 activ 2, PP5 inh 2.3, CTSL1 counter -2, VLA-4 inh -3, PP1 inh -9 and core dimer inh 3.
CCCOc1ccc(OCCNC2CCCC2)cc1 was read as GASC-1 inh -3, GRK2 inh 2, procasp7 counter 7, procasp3 activ -3, PP5 inh -0.3, CTSL1 counter 0, VLA-4 inh 3, PP1 inh 0 and core dimer inh 2.
`COc1ccc(N(CC(=O)Nc2ccccc2Cl)S(=O)(=O)c2ccc(C)cc2)cc1OC` gave GASC-1 inh -1, GRK2 inh 2, procasp7 counter 3, procasp3 activ 4, PP5 inh 3.4, CTSL1 counter 1, VLA-4 inh -17, PP1 inh 5 and core dimer inh 4.
Screening COc1ccc(C(CNC(=O)c2ccc(S(=O)(=O)N3CCCC3)cc2)N2CCOCC2)cc1 (centres undefined) returned GASC-1 inh -5, GRK2 inh 0, procasp7 counter -11, procasp3 activ -6, PP5 inh 1.9, CTSL1 counter -8, VLA-4 inh -3, PP1 inh -3 and core dimer inh 6.
`Cc1nc2ccc3nc(NC(=O)c4ccc5c(c4)OCCO5)sc3c2s1` gave GASC-1 inh 12, GRK2 inh 0, procasp7 counter 9, procasp3 activ -3, PP5 inh -2.2, CTSL1 counter 1, VLA-4 inh 6, PP1 inh 10 and core dimer inh 19.
For Cc1ccc(S(=O)(=O)Nc2ccccc2F)cc1C(=O)NNC(=O)c1csc(N2CCOCC2)n1 the results were GASC-1 inh 1, GRK2 inh 6, procasp7 counter 3, procasp3 activ 10, PP5 inh -1.5, CTSL1 counter 3, VLA-4 inh 27, PP1 inh 0 and core dimer inh -6.
`CN1C[C@@H]2C(c3ccccc3)C3(c4ccccc4)CC2(C3)[C@H]1c1ccccc1` (some centres undefined) gave GASC-1 inh -5, GRK2 inh 2, procasp7 counter 3, procasp3 activ -5, PP5 inh 5.5, CTSL1 counter -1, VLA-4 inh -10, PP1 inh 9 and core dimer inh -10.
For COc1ccccc1C(=O)NCCC(=O)NCC(C)(C)N1CCOCC1 the results were GASC-1 inh 0, GRK2 inh 1, procasp7 counter -3, procasp3 activ -2, PP5 inh -1.6, CTSL1 counter 0, VLA-4 inh -13, PP1 inh -5 and core dimer inh -4.
`CC(=O)N1CCN2C(=O)C1CCCC(=O)c1cc(C(C)C)ccc12` (centres undefined) gave GASC-1 inh 13, GRK2 inh 1, procasp7 counter -1, procasp3 activ 12, PP5 inh 1.4, CTSL1 counter -5, VLA-4 inh 15, PP1 inh 3 and core dimer inh 2.
`NC(=S)N/N=C1\CC(n2nnnc2-c2ccccc2)C2COC1O2` (centres undefined) gave GASC-1 inh 13, GRK2 inh 2, procasp7 counter -10, procasp3 activ -9, PP5 inh 9.5, CTSL1 counter -2, VLA-4 inh 8, PP1 inh -4 and core dimer inh 2.
Cn1c(COc2ccccc2)nnc1SCC(=O)Nc1ccc(N2CCOCC2)cc1 was read as GASC-1 inh -8, GRK2 inh 6, procasp7 counter -7, procasp3 activ -7, PP5 inh 1.2, CTSL1 counter -4, VLA-4 inh -5, PP1 inh -5 and core dimer inh 1.
`CCCn1nnc(NC(=O)c2cccc(OCC(C)C)c2)n1` gave GASC-1 inh 3, GRK2 inh 0, procasp7 counter -1, procasp3 activ 0, PP5 inh -0.3, CTSL1 counter -3, VLA-4 inh -6, PP1 inh -1 and core dimer inh 1.
`O=C(CCSc1ccccc1)Nc1nnc(-c2ccccc2)o1` gave GASC-1 inh -2, GRK2 inh 3, procasp7 counter -5, procasp3 activ 9, PP5 inh -1.7, CTSL1 counter -1, VLA-4 inh 5, PP1 inh 4 and core dimer inh 15.
For O=C(COc1ccccc1F)Nc1nc(-c2ccccn2)cs1 the results were GASC-1 inh -9, GRK2 inh 0, procasp7 counter -13, procasp3 activ -5 and VLA-4 inh -2.
O=C(CCC1CCCC1)NNC(=O)c1cccc(Cl)c1 was read as GASC-1 inh 1, GRK2 inh 3, procasp7 counter 0, procasp3 activ -2, PP5 inh -0.1, CTSL1 counter 2, VLA-4 inh -5, PP1 inh -2 and core dimer inh -5.
For Cc1ccc(C)c(NC(=O)CN(C)C(=O)c2ccccc2Cc2ccccc2)c1 the results were GASC-1 inh 5, GRK2 inh 0, procasp7 counter 5, procasp3 activ 4, PP5 inh 1.4, CTSL1 counter -4, VLA-4 inh 8, PP1 inh 0 and core dimer inh -3.
C=CCN=C1CC(C)(C)CC(=O)/C1=C(\O)c1ccccc1 was read as GASC-1 inh 8, GRK2 inh 3, procasp7 counter 7, procasp3 activ -6, PP5 inh -1.0, CTSL1 counter -3, VLA-4 inh 44, PP1 inh -2 and core dimer inh 1.
COc1ccccc1N1CCN(C(=O)CN(c2ccc(C)c(C)c2)S(C)(=O)=O)CC1 was read as GASC-1 inh 1, GRK2 inh 0, procasp7 counter 6, procasp3 activ 6, PP5 inh -1.2, CTSL1 counter -1, VLA-4 inh 7, PP1 inh -4 and core dimer inh 0.
`CN(c1ccc(C(=O)NCc2cccs2)cc1)S(=O)(=O)c1ccccc1` gave GASC-1 inh 1, GRK2 inh 0, procasp7 counter 4, procasp3 activ 10, PP5 inh 1.9, CTSL1 counter 1, VLA-4 inh 0, PP1 inh 0 and core dimer inh 0.
c1ccc(CCn2c3ccccc3c3nnc(SCc4ccc5nonc5c4)nc32)cc1 was read as GASC-1 inh -6, GRK2 inh 2, procasp7 counter 6, procasp3 activ 4, PP5 inh 3.1, CTSL1 counter 3, VLA-4 inh 2, PP1 inh -3 and core dimer inh 5.
Screening CN1CCN(C(=O)CNc2ccc(C(F)(F)F)cc2[N+](=O)[O-])CC1 returned GASC-1 inh 14, GRK2 inh 0, procasp7 counter 7, procasp3 activ -6, PP5 inh 0.0, CTSL1 counter 2, VLA-4 inh 16, PP1 inh 1 and core dimer inh -3.
Screening O=C(NCCF)[C@H]1C[C@@H]1[C@H](NP(=O)(c1ccccc1)c1ccccc1)c1ccccc1 returned GASC-1 inh 4, GRK2 inh 0, procasp7 counter 2, procasp3 activ 13, PP5 inh 0.3, CTSL1 counter 1, VLA-4 inh 2, PP1 inh 3 and core dimer inh 5.
For CCOCCn1c(SCc2c(F)cccc2Cl)nc2c1c(=O)[nH]c(=O)n2C the results were GASC-1 inh 1, GRK2 inh 0, procasp7 counter 6, procasp3 activ -2, PP5 inh -1.6, CTSL1 counter 2, VLA-4 inh 2, PP1 inh 2 and core dimer inh 4.
Screening CCOC(=O)c1c(C)[nH]c(C)c1C(=O)COC(=O)/C=C/c1ccc(Cl)cc1 returned GASC-1 inh 4, GRK2 inh 3, procasp7 counter -2, procasp3 activ -5, PP5 inh 4.5, CTSL1 counter -2, VLA-4 inh -9, PP1 inh 0 and core dimer inh 2.
For Cc1ccc(-c2c(C(=O)N/N=C/c3ccc(OC(C)C)cc3)nnn2-c2nonc2N)cc1 the results were GASC-1 inh -1, GRK2 inh 3, procasp7 counter 7, procasp3 activ 6, PP5 inh 4.1, CTSL1 counter -2, VLA-4 inh 7, PP1 inh -1 and core dimer inh 25.
For C#CCOCCOCCOCCNc1nc(N2CCN(C(=O)[C@H](CCCCN)n3cc([C@@H](N)CO)nn3)CC2)nc(N2CCN(C(=O)[C@H](Cc3cc4ccccc4[nH]3)n3cc([C@@H](N)CC(C)C)nn3)CC2)n1 the results were GASC-1 inh 12, GRK2 inh 0, procasp7 counter 16, procasp3 activ -7, PP5 inh 0.9, CTSL1 counter 0, VLA-4 inh -10, PP1 inh 5 and core dimer inh -20.

Retrieved by compound from the list above (three):
COc1ccccc1N1CCN(C(=O)CN(c2ccc(C)c(C)c2)S(C)(=O)=O)CC1 was read as GASC-1 inh 1, GRK2 inh 0, procasp7 counter 6, procasp3 activ 6, PP5 inh -1.2, CTSL1 counter -1, VLA-4 inh 7, PP1 inh -4 and core dimer inh 0.
For Cc1ccc(S(=O)(=O)Nc2ccccc2F)cc1C(=O)NNC(=O)c1csc(N2CCOCC2)n1 the results were GASC-1 inh 1, GRK2 inh 6, procasp7 counter 3, procasp3 activ 10, PP5 inh -1.5, CTSL1 counter 3, VLA-4 inh 27, PP1 inh 0 and core dimer inh -6.
CCCOc1ccc(OCCNC2CCCC2)cc1 was read as GASC-1 inh -3, GRK2 inh 2, procasp7 counter 7, procasp3 activ -3, PP5 inh -0.3, CTSL1 counter 0, VLA-4 inh 3, PP1 inh 0 and core dimer inh 2.
